From PubChem
LAP4-GFP MLPCN – modulators of LAP4-GFP expression in yeast, primary screen, S. cerevisiae, multiplex flow cytometry, MLPCN library | 3 h; median GFP as percent of DMSO wells | GFP response vs DMSO, % at 10 µM | hit rate 0.34% among 320,000 | AID 2023, 2009;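 active = GFP response vs DMSO above a set limit, about the screen mean plus 3 SD, cut at about 150% in these data; inconclusive = under 70 cell events counted for the yeast strain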
AHR activator – AHR activators, primary screen, cell-based, luminescence, luciferase reporter, human | AHR-responsive luciferase reporter cells | activation, % at 5 µM | hit rate 2.5% among 320,000; in the data active = activation above about 47%;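 note: 0% = vehicle wells and 100% = reference agonist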
Target sequence (P35869 whole entry, looked up): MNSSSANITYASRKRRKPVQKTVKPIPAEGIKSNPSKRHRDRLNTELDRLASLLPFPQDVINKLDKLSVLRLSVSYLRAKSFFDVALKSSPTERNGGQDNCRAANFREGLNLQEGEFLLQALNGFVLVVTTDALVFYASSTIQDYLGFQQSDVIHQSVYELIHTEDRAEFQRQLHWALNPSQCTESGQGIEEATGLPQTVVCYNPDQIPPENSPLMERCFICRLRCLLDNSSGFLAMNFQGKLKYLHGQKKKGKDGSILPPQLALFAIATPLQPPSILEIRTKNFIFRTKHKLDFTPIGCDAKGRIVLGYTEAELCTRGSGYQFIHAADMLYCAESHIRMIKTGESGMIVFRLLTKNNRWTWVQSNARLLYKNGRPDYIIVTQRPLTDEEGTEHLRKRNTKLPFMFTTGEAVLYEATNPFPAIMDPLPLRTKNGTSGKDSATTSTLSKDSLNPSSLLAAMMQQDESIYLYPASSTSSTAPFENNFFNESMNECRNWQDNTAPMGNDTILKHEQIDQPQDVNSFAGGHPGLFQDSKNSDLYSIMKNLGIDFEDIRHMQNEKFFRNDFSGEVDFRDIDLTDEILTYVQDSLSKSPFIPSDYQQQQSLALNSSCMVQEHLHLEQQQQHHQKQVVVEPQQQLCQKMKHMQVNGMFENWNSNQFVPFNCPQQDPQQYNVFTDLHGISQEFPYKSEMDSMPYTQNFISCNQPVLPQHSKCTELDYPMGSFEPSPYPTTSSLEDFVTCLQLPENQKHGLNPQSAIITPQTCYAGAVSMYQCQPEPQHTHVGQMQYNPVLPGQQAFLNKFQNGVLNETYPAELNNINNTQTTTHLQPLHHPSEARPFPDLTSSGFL
CIT2 TOR yeast – modulators of CIT2-GFP expression in yeast, primary screen, S. cerevisiae, GFP fusion, multiplex flow cytometry, MLPCN library; S. cerevisiae CIT2-GFP strain, 3 h; 100 means same as DMSO wells; GFP response vs DMSO, % at 10 µM; hit rate 0.065% among 320,000;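 active = GFP response relative to DMSO above a set limit, near the screen mean plus 3 SD, cut at about 150% in these data; inconclusive = Fewer than 70 cells measured for a yeast strain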;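 note: ratio of well median GFP fluorescence to mean of DMSO wells on the plate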
MEP2-GFP yeast – modulators of MEP2-GFP levels in yeast, primary screen, S. cerevisiae, multiplex flow cytometry, MLPCN library | S. cerevisiae MEP2-GFP strain, 3 h; 100% = DMSO control level | GFP response vs DMSO, % at 10 µM | hit rate 0.51% among 330,000 | AID 2016, 2009;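 active = GFP response versus DMSO above a set limit, roughly screen mean plus 3 SD, cut at about 180% in these data; inconclusive = fewer than 70 cells counted for a yeast strain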;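 note: median GFP fluorescence of the barcode-gated MEP2-GFP cells per well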
procasp3 activ – activators of human procaspase-3 D3A mutant, primary screen, biochemical, absorbance, PC-3 D3A mutant, single concentration; Caspase-3 (Homo sapiens), P42574; recombinant procaspase-3 D3A, Ac-DEVD-pNA absorbance 405 nm; activation, % at 8.5 µM; hit rate 0.11% among 330,000;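 active = activation above the mean of all tested compounds plus 3 SD, cut at about 21% in these data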;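 note: 0% = DMSO alone and 100% = DMSO wells spiked with extra 5 µM PC-3 D3A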
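assay system = Procaspase-3 D3A mutant | signal = absorbance at 405 nm, 0 and 120 min | times = 1 h preincubation plus 2 h reaction at 25 °C | repeats = single replicate | read-out = % activation between DMSO and enzyme-spiked controls | medium = Zinc-free HEPES saline buffer with Triton X-100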
procasp7 counter – procaspase-7 activators, primary screen, counter-screen for procaspase-3 activator project, biochemical, absorbance, HTS, human; Caspase-7 (Homo sapiens), P55210; recombinant procaspase-7, Ac-DEVD-pNA absorbance 405 nm; D23A/D198A/D206A triple mutant, cannot self-cleave; scale: DMSO 0, 5 µM enzyme 100; activation, % at 8.5 µM; hit rate 0.093% among 330,000; AID 463210, 2010;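 active = percent activation above the screen-wide mean plus 3 SD, cut at about 25% in these data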
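Assay system: Uncleavable procaspase-7 mutant enzyme / Input: 2 µM procaspase-7 mutant as dispensed / Dosing: single nominal 8.5 µM compound dose, 0.8% DMSO final / Timing: 1 h enzyme–compound preincubation and 2 h substrate reaction, both 25 °C / Detection: p-Nitroaniline absorbance at 405 nm, read at 0 and 120 min / Replication: singlicate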
AGP1 TOR yeast – modulators of AGP1-GFP expression in yeast TOR pathway, primary screen, cell-based, multiplex flow cytometry, S. cerevisiae, MLPCN library; GFP response vs DMSO, % at 10 µM; AID 2066, 2009; hit rate 0.02% among 320,000; 3 h; GFP as percent of DMSO wells;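 active = GFP response relative to DMSO above a set limit, near screen average plus 3 SD, cut at about 150% in these data; inconclusive = fewer than 70 cells counted for the yeast strain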;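 note: median GFP channel fluorescence of the gated AGP1 strain per well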
RPL19A-GFP yeast – RPL19A-GFP expression modulators in yeast, primary screen, cell-based, S. cerevisiae, multiplex flow cytometry, MLPCN. S. cerevisiae RPL19A-GFP strain, 3 h; active compounds read low. percent response vs DMSO, % at 10 µM. hit rate 0.3% among 330,000;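 active = percent response vs DMSO below 50%; inconclusive = fewer than 70 events counted for the yeast strain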;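 note: median channel GFP fluorescence of the barcoded RPL19A-GFP strain; ratio of sample median GFP to plate DMSO average so 100% = DMSO; lower means less RPL19A-GFP as with rapamycin TOR inhibition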
Active calls of the source: *; ? = inconclusive; . = not tested or not shown; [ ] = another dose, or the depositor's remark.

Abbreviations: A = LAP4-GFP MLPCN; B = AHR activator; C = CIT2 TOR yeast; D = MEP2-GFP yeast; E = procasp3 activ; F = procasp7 counter; G = AGP1 TOR yeast; H = RPL19A-GFP yeast
#1 CC(C)c1ccc(CCNC(=O)c2ccc([N+](=O)[O-])cc2)cc1
  A: 117 | B: 0 | C: 98 | D: 111 | E: -3 | F: 2 | G: 101 | H: 108

#2 CCOC(=O)C(NC(=O)Nc1ccc(F)cc1F)(Oc1ccccc1)C(F)(F)F (configuration not stated)
  A: 87 | B: 0 | C: 110 | D: 99 | E: -3 | F: 5 | G: 105 | H: 113

#3 Cc1ccc(C)c(NC(=O)COc2cccc3c2CCN(Cc2ccccc2)C3=O)c1
  A: 96 | B: 8 | C: 103 | D: 93 | E: -1 | F: 2 | G: 103 | H: 103

#4 CCN1CCN(CC(=O)c2c[nH]c3ccccc23)CC1
  A: 100 | B: 26 | C: 95 | D: 93 | E: 1 | F: -2 | G: 97 | H: 99

#5 Cn1c(=O)cc(SCC(=O)N2CCN(Cc3ccc4c(c3)OCO4)CC2)c2ccccc21
  A: 108 | B: 17 | C: 98 | D: 106 | E: 2 | F: 8 | G: 106 | H: 104

#6 CC(C)n1nc(C(=O)Oc2cccc(Cl)c2Cl)c2ccccc2c1=O
  A: 83 | B: 9 | C: 90 | D: 97 | E: 6 | F: 2 | G: 88 | H: 102

#7 CCOC(=O)C1=C(C)Nc2nc3ccccc3n2C1c1ccc(O)cc1 (configuration not stated)
  A: 93 | B: 37 | C: 89 | D: 98 | E: 4 | F: 2 | G: 101 | H: 95

#8 COc1ccc(C2CC(c3ccc(OC)c(OC)c3)=NN2C(=O)c2ccccc2)cc1 (configuration not stated)
  A: 97 | B: 0 | C: 103 | D: 110 | E: 8 | F: 8 | G: 100 | H: 105

#9 CCSc1nnc(NC(=O)[C@@H](NC(=O)c2ccc(C(C)(C)C)cc2)C(C)C)s1
  A: 88 | B: 4 | C: 99 | D: 99 | E: 1 | F: 4 | G: 93 | H: 99

#10 O=C(NCCS(=O)(=O)N1CCN(c2ccccc2)CC1)C1CC(=O)N(c2ccc(F)cc2)C1 (configuration not stated)
  A: 99 | B: -1 | C: 109 | D: 106 | E: 6 | F: 0 | G: 104 | H: 98

#11 CCN1CCn2c1nc(N1CCCCC1)nc2=O
  A: 98 | B: 3 | C: 104 | D: 103 | E: -3 | F: -5 | G: 104 | H: 101

#12 COc1ccc(NC(=O)c2cccc(S(=O)(=O)N3CCCCC3)c2)c(OC)c1
  A: 85 | B: 5 | C: 97 | D: 93 | E: 4 | F: 2 | G: 95 | H: 92

#13 CCCCn1c(C2CCCCC2)nc2cc3[nH]c(=O)c(C(C)C)nc3cc21
  A: 109 | B: 15 | C: 93 | D: 95 | E: -1 | F: 12 | G: 93 | H: 100

#14 Cc1sc2ncnc(SCC(=O)N(C(C)C)C(C)C)c2c1C
  A: 100 | B: 4 | C: 97 | D: 95 | E: -4 | F: 2 | G: 106 | H: 98

#15 O=C1N(Cc2cccc(Cl)c2)C[C@@H]2C[C@@H](c3cccc4cccnc34)N3CCC[C@@]123
  A: 99 | B: 3 | C: 105 | D: 99 | E: -3 | F: 4 | G: 105 | H: 100

#16 COCc1nnc(NC(=O)CSc2ccc(C)cc2)s1
  A: 97 | B: 2 | C: 89 | D: 97 | E: 6 | F: -6 | G: 104 | H: 101

#17 COc1cc2c(cc1OC)C(C)N(C(=O)Cn1ncc3c1-c1ccccc1OC3)CC2 (configuration not stated)
  A: 101 | B: 0 | C: 99 | D: 107 | E: 8 | F: 6 | G: 100 | H: 94

#18 Cc1ccc(S(=O)(=O)N2c3ccccc3NC(=O)C2CC(=O)Nc2ccccc2)cc1 (configuration not stated)
  A: 94 | B: 64* | C: 84 | D: 96 | E: 1 | F: -3 | G: 93 | H: 97

#19 Cc1ccc(SCCNC(=O)/C=C/c2ccccc2Cl)cc1
  A: 103[may fluoresce red] | B: 2 | C: 87[may fluoresce red] | D: 85[may fluoresce red] | E: -1 | F: 4 | G: 67[may fluoresce red] | H: ?

#20 O=C(c1cccc(S(=O)(=O)N2CCOCC2)c1)N1CCN(Cc2ccc3c(c2)OCO3)CC1
  A: 98 | B: 1 | C: 95 | D: 93 | E: -8 | F: 1 | G: 95 | H: 99

#21 COc1ccc(S(=O)(=O)N2CCCCC2)cc1C(=O)N1CCCC1
  A: 90 | B: . | C: 102 | D: 102 | E: . | F: . | G: 94 | H: 112

#22 Cc1nn(-c2ccccc2)c(N)c1C(O)(CSc1nccn1C)C(F)(F)F (configuration not stated)
  A: 93 | B: 8 | C: 97 | D: 100 | E: 0 | F: -12 | G: 97 | H: 98

#23 CN(C)c1ccc(/C=N/N=C2/NC(=O)/C(=C/c3ccc([N+](=O)[O-])cc3)S2)cc1
  A: 101 | B: 37 | C: 106 | D: 100 | E: -12 | F: -8 | G: 97 | H: 101

#24 O=C(Cc1ccc([N+](=O)[O-])cc1)NC1CCCCCC1
  A: 81 | B: 1 | C: 96 | D: 97 | E: 6 | F: 0 | G: 94 | H: 103

#25 CCc1ccc(NC(=O)CCCn2nc(CC)n3c(cc4occc43)c2=O)cc1
  A: 112 | B: 4 | C: 94 | D: 105 | E: 2 | F: 5 | G: 102 | H: 98

#26 CCOC(=O)c1c(N2C(=O)C3C4C=CC(O4)C3C2=O)sc2c1CCCC2 (configuration not stated)
  A: 173* | B: 2 | C: 92 | D: 97 | E: -28 | F: -27 | G: 113 | H: 98

#27 Cc1csc(NC(=O)c2cc3c(s2)CCC3)n1
  A: 127 | B: 5 | C: 104 | D: 111 | E: 10 | F: 1 | G: 104 | H: 105

Of the compounds above, these have four or more nitrogen atoms.
Abbreviations: A = LAP4-GFP MLPCN; B = AHR activator; C = CIT2 TOR yeast; D = MEP2-GFP yeast; E = procasp3 activ; F = procasp7 counter; G = AGP1 TOR yeast; H = RPL19A-GFP yeast
#9 CCSc1nnc(NC(=O)[C@@H](NC(=O)c2ccc(C(C)(C)C)cc2)C(C)C)s1
  A: 88 | B: 4 | C: 99 | D: 99 | E: 1 | F: 4 | G: 93 | H: 99

#10 O=C(NCCS(=O)(=O)N1CCN(c2ccccc2)CC1)C1CC(=O)N(c2ccc(F)cc2)C1 (configuration not stated)
  A: 99 | B: -1 | C: 109 | D: 106 | E: 6 | F: 0 | G: 104 | H: 98

#11 CCN1CCn2c1nc(N1CCCCC1)nc2=O
  A: 98 | B: 3 | C: 104 | D: 103 | E: -3 | F: -5 | G: 104 | H: 101

#13 CCCCn1c(C2CCCCC2)nc2cc3[nH]c(=O)c(C(C)C)nc3cc21
  A: 109 | B: 15 | C: 93 | D: 95 | E: -1 | F: 12 | G: 93 | H: 100

#22 Cc1nn(-c2ccccc2)c(N)c1C(O)(CSc1nccn1C)C(F)(F)F (configuration not stated)
  A: 93 | B: 8 | C: 97 | D: 100 | E: 0 | F: -12 | G: 97 | H: 98

#23 CN(C)c1ccc(/C=N/N=C2/NC(=O)/C(=C/c3ccc([N+](=O)[O-])cc3)S2)cc1
  A: 101 | B: 37 | C: 106 | D: 100 | E: -12 | F: -8 | G: 97 | H: 101

#25 CCc1ccc(NC(=O)CCCn2nc(CC)n3c(cc4occc43)c2=O)cc1
  A: 112 | B: 4 | C: 94 | D: 105 | E: 2 | F: 5 | G: 102 | H: 98
